Screens: PubChem BioAssay, several laboratories
Scp1 inh = Scp-1 phosphatase inhibitors, primary screen, biochemical, colorimetric, uHTS. inhibition, % at 20 µM. Carboxy-terminal domain RNA polymerase II polypeptide A small phosphatase 1 (Homo …. 340,000 tested, 0.88% active. Recombinant Scp1, phosphopeptide, malachite green phosphate absorbance;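 active means inhibition above about 50% at 20 µM, limit read from the data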;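 further: plate controls were DMSO wells with enzyme for no effect and wells lacking enzyme for full effect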
Target sequence (Q9GZU7 76-261 limits assumed): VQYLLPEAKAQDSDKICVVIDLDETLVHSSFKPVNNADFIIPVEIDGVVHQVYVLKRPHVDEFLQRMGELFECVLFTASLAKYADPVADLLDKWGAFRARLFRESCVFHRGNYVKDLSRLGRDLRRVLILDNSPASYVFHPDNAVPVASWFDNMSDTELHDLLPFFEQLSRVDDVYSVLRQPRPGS
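assay system = SCP-1 phosphatase catalytic domain, residues 76-261 | buffer or medium = 50 mM Tris acetate pH 5.5, 0.005% Tween-20, 10 mM MgCl2 | incubation = enzyme reaction 45 min at room temperature, colour 5 min, stabilisation 30 min | signal = Phosphate-binding colour reagent, absorbance read at 630 nm | measure = % inhibition at 20 µM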
Tb MetRS inh = T. brucei MetRS inhibitors, primary screen, biochemical, luminescence. methionyl-tRNA synthetase (Trypanosoma brucei brucei). purified T. brucei MetRS, ATP depletion, Kinase-Glo luminescence. inhibition, % at 11.9 µM. 360,000 tested, 0.4% active;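 active means inhibition above a per-plate cutoff of the control wells' mean inhibition plus 3 SD, cut at about 5.5% in these data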;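 further: 0% = DMSO wells median and 100% = median of wells with control inhibitor compound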
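Material: T. brucei methionyl-tRNA synthetase, purified; reagent: substrates ATP, L-methionine and bulk Escherichia coli tRNA; dosing: 11.9 µM single point; timing: 15 min plus 2 h at 25 °C; detection: luminescence of leftover ATP; evaluation: % inhibition; control set: DMSO-only wells as low control; replicates: singlicate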
STEP block = STEP phosphatase inhibitors, primary screen, biochemical, fluorescence intensity, uHTS; 360,000 tested, 0.25% active; recombinant STEP, OMFP fluorogenic substrate; inhibition, % at 20 µM; Tyrosine-protein phosphatase non-receptor type 5 (Homo sapiens), P54829; AID 588621, 2011;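 active means inhibition at 20 µM, scaled per plate between control wells, above about 37%, limit read from the data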;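 further: 0% = DMSO with enzyme and substrate and 100% = substrate only without enzyme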
Target sequence (P54829 whole entry, looked up): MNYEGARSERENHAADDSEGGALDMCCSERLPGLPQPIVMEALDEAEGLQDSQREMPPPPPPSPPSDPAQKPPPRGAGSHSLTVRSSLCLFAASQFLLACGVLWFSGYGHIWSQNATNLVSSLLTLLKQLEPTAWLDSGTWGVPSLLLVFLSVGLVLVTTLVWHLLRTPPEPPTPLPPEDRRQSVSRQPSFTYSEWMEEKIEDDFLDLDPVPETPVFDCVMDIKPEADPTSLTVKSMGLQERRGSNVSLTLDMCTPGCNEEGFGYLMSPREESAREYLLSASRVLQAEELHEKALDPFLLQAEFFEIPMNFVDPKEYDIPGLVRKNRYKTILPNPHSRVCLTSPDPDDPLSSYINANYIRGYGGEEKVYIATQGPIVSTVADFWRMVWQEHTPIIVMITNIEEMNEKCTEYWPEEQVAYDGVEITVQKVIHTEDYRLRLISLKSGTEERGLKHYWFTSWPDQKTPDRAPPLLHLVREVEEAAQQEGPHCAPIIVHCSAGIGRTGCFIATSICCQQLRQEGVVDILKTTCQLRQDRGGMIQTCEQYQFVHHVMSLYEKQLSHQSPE
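Material: STEP (striatal-enriched tyrosine phosphatase) enzyme, cell-free | Medium: 50 mM Bis-Tris pH 6.0 with 2.5 mM DTT and 0.005% Tween 20 | Read-out: Percent inhibition scaled to no-enzyme and uninhibited-enzyme controls, plate-pattern corrected | Signal: Fluorescence read at 480 nm ex / 540 nm em | Times: 20 min reaction, room temperature, in the dark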
LMPTP block = LMPTP phosphatase inhibitors, primary screen, biochemical, fluorescence intensity, uHTS; Low molecular weight phosphotyrosine protein phosphatase (Homo sapiens), P24666; recombinant LMPTP-A, OMFP fluorogenic substrate; inhibition, % at 20 µM; 360,000 tested, 0.22% active; AID 651560, 2012;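 active means compounds that cut the enzyme signal by at least half of the control window in the single-dose screen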;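 further: plate controls were DMSO wells with enzyme plus substrate for no effect and substrate without enzyme for full effect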
Target sequence (P24666 whole entry, looked up): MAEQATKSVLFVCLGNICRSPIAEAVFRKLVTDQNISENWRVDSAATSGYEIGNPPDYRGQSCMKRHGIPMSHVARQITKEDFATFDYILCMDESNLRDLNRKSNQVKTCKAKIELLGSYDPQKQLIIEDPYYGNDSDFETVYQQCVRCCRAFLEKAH
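Test system – LMPTP-A enzyme · Amount – LMPTP-A at 0.625 nM final in the reaction · Buffer or medium – Bis-Tris pH 6.0, DTT, detergent · Reagent – OMFP 400 µM · Doses – single 20 µM dose · Schedule – reaction 50 min, room temperature, dark · Detection – fluorescence intensity of OMFP turnover product · Evaluation – percent inhibition versus substrate-only and uninhibited controls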
MsrA inh = bovine MsrA enzyme inhibitors, primary screen, biochemical, absorbance, HTS. Methionine sulfoxide reductase A (Bos taurus). purified bovine MsrA, absorbance read-out. inhibition, % at 15.5 µM. 360,000 tested, 0.75% active. AID 651718, 2012; in the data active means inhibition above about 4.5%;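 further: 0% = vehicle wells with enzyme and 100% = reference inhibitor wells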
bovine MsrA act = bovine MsrA enzyme activators, primary screen, biochemical, absorbance, HTS | Methionine sulfoxide reductase A (Bos taurus) | purified bovine MsrA, absorbance read-out | activation, % at 10.6 µM | 360,000 tested, 0.3% active; in the data active means activation above about 7.5%;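 further: 0% = vehicle and 100% = reference activator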
SUMO1 PPI mod = modulators of SUMO1 protein-protein interactions, primary screen, biochemical, uHTS. Small ubiquitin-related modifier 1 (Homo sapiens), P63165. 360,000 tested, 0.33% active. SUMO1 binding to a labelled peptide, TR-FRET, 1 h. AID 602429, 2012. inhibition, % at 20 µM; in the data active means inhibition above about 37%
Target sequence (P63165 whole entry, looked up): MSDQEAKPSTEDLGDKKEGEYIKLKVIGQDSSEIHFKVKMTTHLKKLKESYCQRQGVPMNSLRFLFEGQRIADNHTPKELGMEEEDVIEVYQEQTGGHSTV
NRP1-CendR mod = modulators of CendR peptide binding to NRP-1, primary screen, biochemical, fluorescence polarization, uHTS; Neuropilin-1 (Homo sapiens), O14786; inhibition, % at 25 µM; 360,000 tested, 0.85% active; AID 602438, 2012; FAM-RPARPAR peptide binding to NRP-1;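 active means inhibition or corrected inhibition above about 18%, plus a signal ratio from 0.5 to 1.5, limit read from the data, passing the limit was not always enough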; further: strong numbers were not always called active
eLon inh = inhibitors of E. coli Lon protease, primary screen, biochemical, fluorescence polarization; P0A9M0; purified E. coli Lon protease; inhibition, % at 7.94 µM; 360,000 tested, 0.42% active; AID 602123, 2011; in the data active means inhibition above about 13%, passing the limit was not always enough;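 further: 0% = enzyme with probe and DMSO and 100% = no enzyme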
DNMT1 inh = human DNMT1 methyltransferase inhibitors, primary screen, biochemical, molecular beacon, fluorescence, HinP1I cleavage, uHTS; AID 588458, 2011; 360,000 tested, 0.83% active; inhibition (reported as % activation of signal), % at 10 µM; DNA (cytosine-5)-methyltransferase 1 (Homo sapiens), P26358; in the data active means inhibition above about 50%
* = called active by the depositor; · = not tested or not shown.

SMILES	Scp1 inh	Tb MetRS inh	STEP block	LMPTP block	MsrA inh	bovine MsrA act	SUMO1 PPI mod	NRP1-CendR mod	eLon inh	DNMT1 inh
O=C(Cn1nnc(-c2ccccc2)n1)N/N=C/c1ccc(-c2ccc(Cl)cc2)o1	48	-0.1	4	28	1.5	-3	7	-8	2	60*
OCCNc1nc(Nc2ccccc2)nc(Nc2ccccc2)n1	-1	0.3	-2	0.4	0.0	-7	4	-5	-3	-3
Cn1c(SCC(=O)NC2CCCCC2)nnc1-c1ccccc1O	-2	-0.7	1	-0.1	-1.6	-1	-1	7	-5	1
COc1ccc(NC(=O)/C=C/c2ccc(C)o2)cc1S(=O)(=O)N1CCOCC1	12	1.2	-1	-0.1	2.6	-7	5	-36	-9	1
CCOC(=O)COc1ccc(S(=O)(=O)NC2CC2)cc1	-10	-1.1	1	-1.1	-0.5	-6	-3	1	8	-1
N/C(COc1ccc(Cl)cc1)=N\NS(=O)(=O)c1ccccc1	-1	-0.5	-2	-1.4	0.3	1	-4	11	-6	-1
C=CCOc1ccc(/C=N/O)cc1Cl	-5	0.5	-1	-1.1	-0.8	-5	1	-4	-1	4
COc1cccc(CNC(=O)COC(=O)CNC(=O)c2ccc(-c3ccccc3)cc2)c1	-8	-0.6	-4	0.5	0.3	-12	3	2	-12	1
NC(=S)NN=C1c2cc(Cl)ccc2-c2c1cc(Cl)cc2[N+](=O)[O-]	0	-0.3	0	34	·	-2	-9	-6	-5	51*
S=c1[nH]c2ccccc2n1CCc1ccncc1	-5	-0.3	-2	-3.7	0.0	-1	3	3	-8	5
COc1ccc2cc(/C=N/NC(=O)c3c(Cl)cnn3C)c(Cl)nc2c1	-3	0.0	0	-1.7	0.8	-3	3	-44	-9	-5
CCC(=O)Nc1cccc(NC(=S)NC(=O)c2ccc(Cl)cc2Cl)c1	-9	1.3	2	-0.2	1.2	-5	1	-3	-33	-6
Cn1cnnc1SCCNS(=O)(=O)c1cccc([N+](=O)[O-])c1	29	-0.1	12	0.5	0.7	-6	-36	10	-3	-2
CCCCC1(C)OC(=O)C(=Cc2ccc(N(C)C)cc2)C(=O)O1 (stereo unspecified)	-14	-0.5	0	-0.6	3.9	-3	-6	-58	-2	4
COc1ccc(C2c3[nH]c4ccccc4c3C[C@H]3C(=O)N(C)CC(=O)N23)cc1OC (stereo partly specified)	-10	-0.6	-1	-1.0	1.7	-2	1	7	-9	-1
COCCn1c(C)cc(C(=O)COC(=O)c2ccc(S(=O)(=O)N(C)C)cc2)c1C	-7	-0.1	-1	-0.1	-0.4	-2	6	24	-9	-1
CCCCc1nc2sc3c(SCCN(C)C)ncnc3c2c2c1CCC2	2	-0.7	2	-6.4	-1.1	-2	-30	-7	-13	-2
CCCn1nc(-c2nnc(-c3ccc(C)c(C)c3)o2)c2ccccc2c1=O	-6	-0.1	1	-1.1	·	-6	0	0	0	2
O=C(NC1CCN(Cc2ccccc2)CC1)c1ccc(CS(=O)c2ccccc2Cl)o1 (stereo unspecified)	·	-0.3	-2	-0.3	0.4	-1	-5	-15	5	0
C/[N+]([O-])=C\c1cccc(OCCN2CCN(c3ncc(C(F)(F)F)cc3Cl)CC2)c1	-6	-1.0	-2	-1.5	0.6	-2	-16	-6	10	1
CCOc1ccc(NC(=O)NC2CCCCCCC2)cc1	-8	-0.3	-1	1.1	0.2	-4	3	1	-6	0
CN(C)C(=O)N1CCN(C(=O)c2ccccc2Sc2ccccc2C#N)CC1	-3	-0.5	4	-0.4	-0.2	2	-4	-2	-7	2
O=c1/c(=C/c2ccc(CNS(=O)(=O)c3ccccc3)o2)sc2n1CCN=2	9	-0.3	5	3.0	2.1	0	-20	-1	-1	-1
COC(=O)CCCCC(=O)C1C(=O)CC(C)(C)C(C(=O)OC)C1=O (stereo unspecified)	-6	-0.4	1	-1.8	-0.5	-2	-1	-12	3	5
CCOc1cc(/C=N/NC(N)=O)cc(Br)c1OCC(=O)Nc1ccccc1C	-9	-2.2	2	-0.2	-1.3	-6	1	0	-4	-7
COc1cc(OC)nc(Nc2nc(C(N)c3ccccc3)cs2)n1 (stereo unspecified)	·	-0.1	0	-0.5	-0.2	0	1	1	5	-6
COCCSc1ccccc1C(=O)Nc1ccc([N+](=O)[O-])cc1OC	-5	-0.5	2	-0.7	2.7	-3	-18	6	-3	-5
COc1cccc(OC)c1C(=O)OCC(=O)N1CC(C)CC(C)C1 (stereo unspecified)	-3	0.1	0	-0.9	0.4	-2	8	0	-15	-1
CCOC(=O)Cn1c2ccc(OC)cc2c2nc3ccccc3nc21	-4	-0.9	-3	-1.6	-0.4	-5	-7	126	-8	28
OCCC#Cc1ccc(CN2CCN(Cc3ccsc3)C(CCO)C2)cc1 (stereo unspecified)	-1	-0.5	0	1.9	-1.1	-4	8	11	-6	-1
CC(C)(C)N1C(=O)c2ccc(C(=O)Nc3ccc(C(=O)O)cc3)cc2C1=O	1	0.2	-1	-2.3	-1.1	-10	-16	6	4	3
CC(=O)Nc1ccc(NC(=O)Nc2ccc(C)cc2C)cc1	-9	0.2	-1	-0.3	1.6	-3	1	3	4	0
COc1cc2cc(C(c3nnnn3Cc3ccc(F)cc3)N3CCCCCC3)c(=O)[nH]c2cc1OC (stereo unspecified)	2	-1.2	1	-5.5	·	-11	-14	8	-1	-8
CC(C)CN(C(=O)CCNC(=O)c1ccc(Cl)cc1)c1c(N)n(CC(C)C)c(=O)[nH]c1=O	-5	-0.5	-4	-1.1	-0.6	0	-8	11	-2	-2
COc1ccc(NC(=O)CSc2nccn2Cc2ccccc2)cc1	6	-0.2	-2	0.4	-0.9	1	3	-16	2	2
O=C(Cc1ccc(Cl)cc1)Nc1ccccc1N1CCN(C(=O)c2ccccc2)CC1	1	-0.2	-1	3.8	-1.5	-2	-1	-4	-1	-1
COc1cccc(CC(=O)OCC(=O)Nc2c(C)nn(-c3ccccc3)c2C)c1	-7	-0.2	-3	-0.4	0.5	-3	2	0	-12	1
O=C(NCC(=O)N1CCC2(CC1)NCCc1[nH]cnc12)c1ccc(Br)cc1	-3	-0.1	9	-8.4	-0.2	-2	-1	-7	2	1
S=C(Nc1ccccc1Cl)NC1CCC(NC(=S)Nc2ccccc2Cl)CC1 (stereo unspecified)	-5	-0.8	44*	-2.5	-1.4	-4	2	-13	-1	20
CC(C)(C)NC(=O)C1c2ccccc2OCC(=O)N1C1CC1 (stereo unspecified)	·	0.2	·	-0.3	-0.4	-1	-1	-5	-2	·
Cc1ccccc1-c1cc2nc(C)c(C)c(=O)n2[nH]1	-8	-0.8	-1	1.1	-0.4	-5	0	-1	-4	84*
O=C(COC(=O)c1ccc(N2CCCC2=O)cc1)Nc1ccccc1	-1	-0.4	-2	0.4	1.1	-11	3	-5	-2	-2
COc1ccccc1-c1cc(C(=O)Nc2cccnc2)no1	0	-0.5	-2	0.7	0.8	-1	0	16	-6	-2
c1ccc(CSC2=NNC(c3ccccn3)S2)cc1 (stereo unspecified)	-7	-0.1	-2	-0.8	1.8	-1	-2	-6	-7	2
CCOc1cccc(CNCCSc2nnnn2C)c1	-6	-0.1	-2	-2.2	-1.5	-4	-3	11	1	1
CNC(=O)c1ccc(-n2nc(C)cc2-c2ccccc2)cc1	5	-0.3	1	-0.5	-0.9	-2	-2	-16	-4	6
Fc1ccc(N2CCN(/C=C/c3nnnn3-c3ccccc3)CC2)cc1	-7	-0.1	3	-0.1	0.0	-4	0	-4	6	2
O=C(Nc1c[nH]c(=O)[nH]c1=O)c1ccccc1Cl	-4	-0.6	4	-0.4	-0.1	-5	3	7	-1	2

Quoted at random: three entries already listed
SMILES	Scp1 inh	Tb MetRS inh	STEP block	LMPTP block	MsrA inh	bovine MsrA act	SUMO1 PPI mod	NRP1-CendR mod	eLon inh	DNMT1 inh
Fc1ccc(N2CCN(/C=C/c3nnnn3-c3ccccc3)CC2)cc1	-7	-0.1	3	-0.1	0.0	-4	0	-4	6	2
c1ccc(CSC2=NNC(c3ccccn3)S2)cc1 (stereo unspecified)	-7	-0.1	-2	-0.8	1.8	-1	-2	-6	-7	2
Cc1ccccc1-c1cc2nc(C)c(C)c(=O)n2[nH]1	-8	-0.8	-1	1.1	-0.4	-5	0	-1	-4	84*

Next structures:
SMILES	Scp1 inh	Tb MetRS inh	STEP block	LMPTP block	MsrA inh	bovine MsrA act	SUMO1 PPI mod	NRP1-CendR mod	eLon inh	DNMT1 inh
CCCC(=O)Nc1cccc(NC(=O)c2ccc(C)c([N+](=O)[O-])c2)c1	-15	-0.3	-1	-0.9	-0.7	-2	-15	2	-8	-5
O=[N+]([O-])c1cc(-c2ncccn2)cs1	-1	0.1	-3	-0.5	0.0	-4	-26	8	0	1
CCOC(=O)C1=C(C)NC(C)=C(C(=O)OCC)C1C(=O)OCC(=O)NCc1ccc(F)cc1	-7	-0.3	-1	-1.2	0.9	0	3	5	4	-8
CCCC(=N)C1=C(O)CC(CC(C)SCC)CC1=O (stereo unspecified)	-7	-0.9	4	-3.5	-0.7	-2	-1	11	-5	0
C[C@@H]1CN([C@H](C)CO)C(=O)CCCn2nncc2CO[C@@H]1CN(C)C(=O)c1ccccc1	·	0.0	0	-0.6	-0.1	-1	0	-2	-4	4
O=C(Nc1ccccc1C(F)(F)F)c1ncn[nH]1	-5	0.0	-1	-1.3	-0.7	0	3	-7	8	0
CCc1cc2c(=O)oc(-c3ccccc3F)nc2s1	-8	1.7	1	1.3	1.7	-3	-4	-6	1	-2
COCCCNC(=S)Nc1ccc(S(=O)(=O)Nc2cc(OC)nc(OC)n2)cc1	1	-0.5	2	-2.2	0.9	-10	0	-1	-3	0
COc1ccc(-n2c(SCC(=O)Nc3ccc(C)cc3)nc(O)c(Cc3ccccc3)c2=O)cc1	-10	0.2	0	0.9	-1.4	-3	7	-13	-7	-2
